TRPC4 agonist: opens the mouse TRPC4 cation channel. Q9QUQ5. HEK293 TRPC4beta/mu-opioid, Fluo4 calcium fluorescence; hits give high values. B-score at 10 µM. hit rate 0.49% among 310,000. AID 2237;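 active means B-score above 5 SD of library B-scores, and initial fluorescence ratio not above library mean plus 5 SD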;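 further: positive B-score marks a calcium rise read as TRPC4 activation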
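System – HEK293 cells stably co-expressing mouse TRPC4beta and mu-opioid receptor · Signal – Fluo4 calcium-sensitive dye fluorescence, kinetic, 1 Hz baseline · Benchmarks – buffer (low) and maximal DAMGO (high) · Read-out – B score of integrated fluorescence ratio per well · Incubation – dye loading 45 min room temperature, 110 s kinetic read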
TRPC6 activator: mouse TRPC6 channel activation; HEK293-TRPC6 membrane potential dye fluorescence; hits give high values; Q61143; hit rate 0.13% among 310,000; B-score at 10 µM;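 active means B-score of the integrated fluorescence ratio above library mean plus 3 SD, and starting fluorescence ratio within library mean plus 5 SD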;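 further: higher score means more depolarization so channel activation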
TRPC6 inh: inhibitors of mouse TRPC6 channel | hit rate 1.1% among 310,000 | B-score at 10 µM | Q61143 | HEK293-TRPC6, membrane potential dye, ACh-evoked depolarization; hits give low values | AID 2553;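 active means B-score under library mean minus 3 SD, initial fluorescence not abnormally high, positive integrated signal ratio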;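 further: B-score derived from integrated fluorescence ratio over the kinetic read; more negative B-score means stronger inhibition of depolarization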
MrgX1 antag: human MrgX1 receptor antagonism, primary screen. Q96LB2. MRGX1-HEK293 calcium flux, Fluo-4, BAM8-22 antagonism; hits give low values. B-score at 10 µM. hit rate 1.3% among 310,000;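 active means calcium-response B-score plate-corrected more than 3 library SD below zero, starting fluorescence within 5 deviations, no agonist response on first addition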;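 further: peak minus trough fluorescence over baseline after final BAM8-22 challenge near maximal dose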
Target sequence (Q96LB2 whole entry, looked up): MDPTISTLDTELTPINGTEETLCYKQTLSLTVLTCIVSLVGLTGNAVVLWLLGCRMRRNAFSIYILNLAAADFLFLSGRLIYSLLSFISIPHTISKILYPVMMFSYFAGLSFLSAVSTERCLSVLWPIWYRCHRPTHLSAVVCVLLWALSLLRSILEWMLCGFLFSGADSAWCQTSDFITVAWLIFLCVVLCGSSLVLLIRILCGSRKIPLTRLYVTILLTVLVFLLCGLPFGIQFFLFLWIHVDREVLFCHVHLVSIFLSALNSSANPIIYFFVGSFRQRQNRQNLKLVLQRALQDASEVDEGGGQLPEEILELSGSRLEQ
ANO1 activ: activators or potentiators of mouse TMEM16A chloride channel. HEK293 TMEM16A/YFP-H148Q/I152L, iodide quench fluorescence; hits give low values. hit rate 0.3% among 340,000. B-score at 10 µM. AID 623877;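 active means fluorescence-ratio B-score plate-corrected deviation score at least 3 library SD below zero, with starting fluorescence score within 5 deviations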;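 further: channel opened by trigger with iodide after compound preincubation; score built on the fluorescence ratio of max minus min over baseline; more negative score means more quench and so TMEM16A activation or potentiation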
TMEM16A inh: mouse TMEM16A channel inhibition, primary screen; Q8BHY3; HEK293 TMEM16A/YFP iodide influx fluorescence, ionomycin; normalized B-score (activity score, 25-100; higher = stronger inhibition) at 10 µM; hit rate 1.2% among 310,000;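 active means ratio plate-corrected score three or more library SD toward inhibition, starting fluorescence score within five deviations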;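 further: score derived from kinetic fluorescence span divided by baseline fluorescence per well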
MrgX1 PAM: allosterically activates human MrgX1 receptor signaling; B-score at 10 µM; hit rate 0.63% among 310,000; MrgX1-HEK293, Fluo-4 calcium flux, FDSS; hits give high values; Q96LB2; AID 588675;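 active means plate-corrected calcium response at least 3 library SD above typical, normal starting fluorescence, not activating the receptor alone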;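 further: compound read alongside a low EC10 to EC30 dose of BAM8-22 agonist; peak minus trough fluorescence over baseline measured at the second addition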
TRPC4 PAM: allosteric potentiators of mouse TRPC4 channel. Q9QUQ5. HEK293 TRPC4beta/mu-opioid, DAMGO EC20, Fluo-4 Ca2+ flux; hits give high values. B-score at 10 µM. hit rate 0.42% among 310,000. AID 2227;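 active means B-score of calcium response area above 5 SD of library B-scores, with initial fluorescence ratio within 5 SD of library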;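 further: B-score of integrated fluorescence ratio over time as area under calcium response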
RGS4 block: human RGS4 inhibition. P49798. B-score at 10 µM. HEK293 M3R/RGS4 inducible, Fluo-4 calcium flux; hits give high values; triggered by carbachol at its EC20. hit rate 0.45% among 310,000. AID 463165;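 active means B-score, a plate-corrected calcium signal, over three deviations above library mean, with baseline fluorescence within five deviations of library mean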;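 further: RGS4 expression induced by doxycycline in cells with stable M3 receptor; B-score is computed from the integrated fluorescence ratio over baseline after carbachol; higher B-score means a larger calcium signal and so more RGS4 inhibition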
Target sequence (P49798 whole entry, looked up): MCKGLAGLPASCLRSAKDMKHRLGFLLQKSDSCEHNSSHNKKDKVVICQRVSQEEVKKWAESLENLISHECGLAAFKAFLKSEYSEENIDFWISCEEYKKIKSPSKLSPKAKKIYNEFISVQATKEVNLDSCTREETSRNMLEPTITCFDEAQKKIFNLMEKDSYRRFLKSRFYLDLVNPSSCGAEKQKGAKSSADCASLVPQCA
MrgX1 ag: activates human MrgX1 receptor signaling. Q96LB2. MrgX1-HEK293 cells, Fluo-4 calcium fluorescence, agonist mode; hits give high values. B-score at 10 µM. hit rate 0.44% among 310,000. AID 588627;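 active means calcium response B-score plate-corrected fluorescence ratio at least 3 library SD, with starting fluorescence B-score inside 5 SD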
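System – MrgX1-expressing HEK293 cells · Incubation – cells plated overnight, dye loaded 0.5 h 37 °C, 0.5 h room temperature · Technique – kinetic Fluo-4 NW fluorescence of intracellular calcium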
TRPC4 inh: blocks the mouse TRPC4 cation channel. B-score at 10 µM. hit rate 0.39% among 300,000. HEK293 TRPC4beta/mu-opioid, DAMGO-evoked Fluo4 calcium flux; hits give low values;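 active means B-score over 3 SD under the library average, no early fluorescence shift, positive overall ratio signal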
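Assay system: TRPC4beta/mu-opioid receptor HEK293 cell line; compound dosing: single concentration per test compound; detection: Fluo4 Ca2+ flux fluorescence; evaluation: per-well B score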
The depositor's hits bear a star.

The opening 3 records, to show the layout:
How did CCN(Cc1ccccc1)Cc1cccc([N+](=O)[O-])c1 do in these assays?
TRPC4 agonist: inactive; TRPC6 activator: inactive; TRPC6 inh: inactive; MrgX1 antag: inactive; ANO1 activ: inactive; TMEM16A inh: inactive; MrgX1 PAM: inactive; TRPC4 PAM: inactive; RGS4 block: inactive; MrgX1 ag: inactive; TRPC4 inh: inactive

Results for CCOC(=O)c1c(-c2ccc(OC)c(OC)c2)csc1NC(=O)C1CCCO1 (configuration not stated) ?
TRPC4 agonist: inactive; TRPC6 activator: inactive; TRPC6 inh: inactive; MrgX1 antag: inactive; ANO1 activ: inactive; TMEM16A inh: inactive; MrgX1 PAM: inactive; TRPC4 PAM: inactive; RGS4 block: inactive; MrgX1 ag: inactive; TRPC4 inh: inactive

Results for O=C(N1CCCCC1)N1CCN(C(=O)N2CCCCC2)CC1 ?
TRPC4 agonist: inactive; TRPC6 activator: inactive; TRPC6 inh: inactive; MrgX1 antag: inactive; ANO1 activ: inactive; TMEM16A inh: inactive; MrgX1 PAM: inactive; TRPC4 PAM: inactive; RGS4 block: inactive; MrgX1 ag: inactive; TRPC4 inh: inactive

This part in full, repeating the preview:
How did CCN(Cc1ccccc1)Cc1cccc([N+](=O)[O-])c1 do in these assays?
TRPC4 agonist: inactive; TRPC6 activator: inactive; TRPC6 inh: inactive; MrgX1 antag: inactive; ANO1 activ: inactive; TMEM16A inh: inactive; MrgX1 PAM: inactive; TRPC4 PAM: inactive; RGS4 block: inactive; MrgX1 ag: inactive; TRPC4 inh: inactive

Results for CCOC(=O)c1c(-c2ccc(OC)c(OC)c2)csc1NC(=O)C1CCCO1 (configuration not stated) ?
TRPC4 agonist: inactive; TRPC6 activator: inactive; TRPC6 inh: inactive; MrgX1 antag: inactive; ANO1 activ: inactive; TMEM16A inh: inactive; MrgX1 PAM: inactive; TRPC4 PAM: inactive; RGS4 block: inactive; MrgX1 ag: inactive; TRPC4 inh: inactive

Results for O=C(N1CCCCC1)N1CCN(C(=O)N2CCCCC2)CC1 ?
TRPC4 agonist: inactive; TRPC6 activator: inactive; TRPC6 inh: inactive; MrgX1 antag: inactive; ANO1 activ: inactive; TMEM16A inh: inactive; MrgX1 PAM: inactive; TRPC4 PAM: inactive; RGS4 block: inactive; MrgX1 ag: inactive; TRPC4 inh: inactive

How did CCC1(C)N=C(N)Nc2nc3cc(C)c(C)cc3n21 (configuration not stated) do in these assays?
TRPC4 agonist: inactive; TRPC6 activator: inactive; TRPC6 inh: inactive; MrgX1 antag: inactive; ANO1 activ: inactive; TMEM16A inh: inactive; MrgX1 PAM: inactive; TRPC4 PAM: inactive; RGS4 block: inactive; MrgX1 ag: inactive; TRPC4 inh: inactive

How did O=C(COc1ccc(/C=N/NC(=O)c2ccncc2)cc1)Nc1cccc([N+](=O)[O-])c1 do in these assays?
TRPC4 agonist: inactive; TRPC6 activator: inactive; TRPC6 inh: inactive; MrgX1 antag: inactive; ANO1 activ: inactive; TMEM16A inh: inactive; MrgX1 PAM: inactive; TRPC4 PAM: inactive; RGS4 block: inactive; MrgX1 ag: inactive; TRPC4 inh: inactive

How did c1ccc(C2=Nc3cccc4cccc(c34)N2)cc1 do in these assays?
TRPC4 agonist: inactive; TRPC6 activator: inactive; TRPC6 inh: inactive; MrgX1 antag: inactive; ANO1 activ: inactive; TMEM16A inh: inactive; MrgX1 PAM: inactive; TRPC4 PAM: inactive; RGS4 block: inactive; MrgX1 ag: inactive; TRPC4 inh: inactive

What do the screens show for `NS(=O)(=O)c1ccc(CNC(=O)c2cccnc2Cl)cc1`?
TRPC4 agonist: inactive; TRPC6 activator: inactive; TRPC6 inh: inactive; MrgX1 antag: inactive; ANO1 activ: inactive; TMEM16A inh: inactive; MrgX1 PAM: inactive; TRPC4 PAM: inactive; RGS4 block: inactive; MrgX1 ag: inactive; TRPC4 inh: inactive

How did CCc1nc2ccccc2nc1N1CCN(S(=O)(=O)c2ccccc2)CC1 do in these assays?
TRPC4 agonist: inactive; TRPC6 activator: inactive; TRPC6 inh: inactive; MrgX1 antag: inactive; ANO1 activ: inactive; TMEM16A inh: inactive; MrgX1 PAM: inactive; TRPC4 PAM: inactive; RGS4 block: inactive; MrgX1 ag: inactive; TRPC4 inh: inactive

Results for CC(C)c1ccc(NC(=O)COC(=O)/C=C/c2cccc(Br)c2)cc1 ?
TRPC4 agonist: inactive; TRPC6 activator: inactive; TRPC6 inh: inactive; MrgX1 antag: inactive; ANO1 activ: inactive; TMEM16A inh: inactive; MrgX1 PAM: inactive; TRPC4 PAM: inactive; RGS4 block: inactive; MrgX1 ag: inactive; TRPC4 inh: inactive

Results for COc1ccc(NC(=O)CCSc2nc(C)cs2)cc1 ?
TRPC4 agonist: inactive; TRPC6 activator: inactive; TRPC6 inh: inactive; MrgX1 antag: inactive; ANO1 activ: inactive; TMEM16A inh: inactive; MrgX1 PAM: inactive; TRPC4 PAM: inactive; RGS4 block: inactive; MrgX1 ag: inactive; TRPC4 inh: inactive

What do the screens show for `COc1cc(/C=C2\SC(=N)N(c3ccc(F)cc3)C2=O)ccc1O`?
TRPC4 agonist: inactive; TRPC6 activator: inactive; TRPC6 inh: inactive; MrgX1 antag: -4.9*; ANO1 activ: inactive; TMEM16A inh: inactive; MrgX1 PAM: inactive; TRPC4 PAM: inactive; RGS4 block: inactive; MrgX1 ag: inactive; TRPC4 inh: inactive

Results for O=C(NCCN1CCOCC1)[C@H](Cc1ccccc1)N1C(=O)c2ccccc2C1=O ?
TRPC4 agonist: inactive; TRPC6 activator: inactive; TRPC6 inh: inactive; MrgX1 antag: inactive; ANO1 activ: inactive; TMEM16A inh: inactive; MrgX1 PAM: inactive; TRPC4 PAM: inactive; RGS4 block: inactive; MrgX1 ag: inactive; TRPC4 inh: inactive

What do the screens show for `Cc1noc(/C=C/N(C)C)c1S(=O)(=O)N1CCCC(C(=O)NCc2ccc(Cl)cc2)C1` (configuration not stated)?
MrgX1 antag: inactive; ANO1 activ: inactive; TMEM16A inh: inactive; MrgX1 PAM: inactive; MrgX1 ag: inactive

Results for OCCNCCCOc1cc(Cl)ccc1Cl ?
TRPC4 agonist: inactive; TRPC6 activator: inactive; TRPC6 inh: inactive; MrgX1 antag: inactive; ANO1 activ: inactive; TMEM16A inh: inactive; MrgX1 PAM: inactive; TRPC4 PAM: inactive; RGS4 block: inactive; MrgX1 ag: inactive; TRPC4 inh: inactive

Results for Cc1cc(Cl)ccc1NC(=S)NCc1ccc(Cl)cc1 ?
TRPC4 agonist: inactive; TRPC6 activator: inactive; TRPC6 inh: inactive; MrgX1 antag: inactive; ANO1 activ: inactive; TMEM16A inh: inactive; MrgX1 PAM: inactive; TRPC4 PAM: inactive; RGS4 block: inactive; MrgX1 ag: inactive; TRPC4 inh: inactive

Results for Cc1ccc(C)c(-c2csc(N)c2C(=O)OC(C)C)c1 ?
TRPC4 agonist: inactive; TRPC6 activator: inactive; TRPC6 inh: inactive; MrgX1 antag: inactive; ANO1 activ: inactive; TMEM16A inh: inactive; MrgX1 PAM: inactive; TRPC4 PAM: inactive; RGS4 block: inactive; MrgX1 ag: inactive; TRPC4 inh: inactive

What do the screens show for `O=C(NC(=S)Nc1cccc2[nH]ncc12)c1ccccc1`?
TRPC4 agonist: inactive; TRPC6 activator: inactive; TRPC6 inh: inactive; MrgX1 antag: inactive; ANO1 activ: inactive; TMEM16A inh: inactive; MrgX1 PAM: inactive; TRPC4 PAM: inactive; RGS4 block: inactive; MrgX1 ag: inactive; TRPC4 inh: inactive

What do the screens show for `COc1ccc(CNc2ccc3cn[nH]c3c2)c(OC)c1OC`?
TRPC4 agonist: inactive; TRPC6 activator: inactive; TRPC6 inh: inactive; MrgX1 antag: inactive; ANO1 activ: inactive; TMEM16A inh: inactive; MrgX1 PAM: inactive; TRPC4 PAM: inactive; RGS4 block: inactive; MrgX1 ag: inactive; TRPC4 inh: inactive

Results for Nc1ccc(S(=O)(=O)NNC(=O)C(=O)NNc2ccccc2)cc1 ?
TRPC4 agonist: inactive; TRPC6 activator: inactive; TRPC6 inh: inactive; MrgX1 antag: inactive; ANO1 activ: inactive; TMEM16A inh: inactive; MrgX1 PAM: inactive; TRPC4 PAM: inactive; RGS4 block: inactive; MrgX1 ag: inactive; TRPC4 inh: inactive

Results for O=C(COc1ccccc1)NCc1ccccc1 ?
TRPC4 agonist: inactive; TRPC6 activator: inactive; TRPC6 inh: inactive; MrgX1 antag: inactive; ANO1 activ: inactive; TMEM16A inh: inactive; MrgX1 PAM: inactive; TRPC4 PAM: inactive; RGS4 block: inactive; MrgX1 ag: inactive; TRPC4 inh: inactive

Results for O=C1NC(c2ccccc2)C(C(=O)c2cccs2)=C1O (configuration not stated) ?
TRPC4 agonist: inactive; TRPC6 activator: inactive; TRPC6 inh: inactive; MrgX1 antag: inactive; ANO1 activ: inactive; TMEM16A inh: inactive; MrgX1 PAM: inactive; TRPC4 PAM: inactive; RGS4 block: inactive; MrgX1 ag: inactive; TRPC4 inh: inactive

What do the screens show for `CCC(=O)NC(=S)Nc1ccc(NC(=O)c2ccc(C)c([N+](=O)[O-])c2)cc1`?
TRPC4 agonist: inactive; TRPC6 activator: inactive; TRPC6 inh: inactive; MrgX1 antag: inactive; ANO1 activ: inactive; TMEM16A inh: inactive; MrgX1 PAM: inactive; TRPC4 PAM: inactive; RGS4 block: inactive; MrgX1 ag: inactive; TRPC4 inh: inactive

How did CCN(CC)C(=O)N1CCN(C(=O)c2ccc(C)cn2)CC1 do in these assays?
TRPC4 agonist: inactive; TRPC6 activator: inactive; TRPC6 inh: inactive; MrgX1 antag: inactive; ANO1 activ: inactive; TMEM16A inh: inactive; MrgX1 PAM: inactive; TRPC4 PAM: inactive; RGS4 block: inactive; MrgX1 ag: inactive; TRPC4 inh: inactive

Results for c1ccc(-c2noc(-c3cccnc3)n2)nc1 ?
TRPC4 agonist: inactive; TRPC6 activator: inactive; TRPC6 inh: inactive; MrgX1 antag: inactive; ANO1 activ: inactive; TMEM16A inh: inactive; MrgX1 PAM: inactive; TRPC4 PAM: inactive; RGS4 block: inactive; MrgX1 ag: inactive; TRPC4 inh: inactive
